High-throughput results as filed in PubChem BioAssay.
OX1R antag-1: antagonists of human orexin 1 receptor (OX1R); Orexin/Hypocretin receptor type 1 (Homo sapiens), O43613; OX1R-expressing cells, FRET antagonist read-out; inhibition, % at 6.6 µM; 330,000 compounds, 1.8% hits; AID 485270, 2010; in the data active means inhibition mostly above about 38%, no sharp cut-off; inactive means mostly below about 40%;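 further: 0% = agonist challenge alone and 100% = reference antagonist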
Target sequence (O43613 whole entry, looked up): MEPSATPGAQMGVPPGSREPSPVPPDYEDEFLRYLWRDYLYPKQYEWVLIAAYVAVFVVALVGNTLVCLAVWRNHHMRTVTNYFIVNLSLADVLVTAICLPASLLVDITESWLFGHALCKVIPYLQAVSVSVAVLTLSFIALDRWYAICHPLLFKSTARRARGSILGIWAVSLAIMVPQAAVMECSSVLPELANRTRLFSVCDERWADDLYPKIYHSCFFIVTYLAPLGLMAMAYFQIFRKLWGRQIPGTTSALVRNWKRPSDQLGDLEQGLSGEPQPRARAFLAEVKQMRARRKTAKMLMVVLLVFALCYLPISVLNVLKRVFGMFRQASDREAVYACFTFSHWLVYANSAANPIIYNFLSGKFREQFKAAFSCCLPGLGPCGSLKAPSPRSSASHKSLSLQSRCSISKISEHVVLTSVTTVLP
STK33 inh: inhibitors of purified STK33 kinase, primary screen, biochemical, ADP-Glo luminescence, homogeneous, cell-free; Serine/threonine-protein kinase 33 (Homo sapiens), Q9BYT3; MBP phosphorylation; AID 2661, 2010; inhibition, % at 10 µM; 320,000 compounds, 0.073% hits;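 active means inhibition at or above 25%, using the most active replicate where run in duplicate; inactive means inhibition below 25%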
Target sequence (Q9BYT3 whole entry, looked up): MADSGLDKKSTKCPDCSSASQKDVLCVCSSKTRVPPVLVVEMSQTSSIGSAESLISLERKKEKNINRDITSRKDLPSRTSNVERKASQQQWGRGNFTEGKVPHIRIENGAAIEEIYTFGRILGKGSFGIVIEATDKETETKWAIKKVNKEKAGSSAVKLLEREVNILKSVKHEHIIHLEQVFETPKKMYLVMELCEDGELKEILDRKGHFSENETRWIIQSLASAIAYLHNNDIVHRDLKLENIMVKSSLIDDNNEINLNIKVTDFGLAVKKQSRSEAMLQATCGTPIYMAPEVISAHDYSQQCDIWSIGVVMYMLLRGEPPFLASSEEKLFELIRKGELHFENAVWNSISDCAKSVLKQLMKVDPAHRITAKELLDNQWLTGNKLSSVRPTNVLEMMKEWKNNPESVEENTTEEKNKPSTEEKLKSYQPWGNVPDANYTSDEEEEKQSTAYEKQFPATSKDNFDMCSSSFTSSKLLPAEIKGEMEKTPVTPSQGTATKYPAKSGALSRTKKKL
OX1R antag-2: OX1R (HCRTR1) antagonists, primary screen, fluorescence, CHO/OX1R cells, Fluo-8 calcium, orexin A; 330,000 compounds, 0.43% hits; AID 434989, 2010; inhibition, % at 5 µM; Fluo-8 calcium fluorescence;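 active means inhibition above its plate's threshold, mean inhibition of all tested compounds on the plate plus 3 SD, cut at about 37% in these data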;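 further: 0% = orexin A challenge wells and 100% = SB-334867-A antagonist wells; not every result past the cut was called active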
The depositor's hits bear a star; . = no result given.

OX1R antag-2	STK33 inh	OX1R antag-1	structure
-13	-1.1	6	Cc1cccc(CN2CCC(Oc3ccc(C(=O)N4CCCCC4)cc3)CC2)c1
1	-0.4	13	O=C(NCC(=O)N1CCCC1)c1cccs1
-4	0.8	-7	CCOC(=O)CNC(=S)NN(C)C
-35	0.3	20	CCOC(=O)c1cc(-c2ccc(C)cc2)n(CCC(=O)NC(C)CC)c1C (configuration not stated)
-7	1.9	16	COc1cc(-c2[nH]nc3c2C(c2ccoc2)C(C#N)=C(N)O3)cc(OC)c1OC (configuration not stated)
-28	-0.7	7	CCC1CCCCN1C(=O)COc1ccc(F)cc1 (configuration not stated)
-28	-0.6	4	Cc1nc(C)c(-c2csc(Nc3ccccn3)n2)s1
3	-1.2	4	Cc1ccc(CNC(=O)COC(=O)CN2C(=O)C3CC=CCC3C2=O)cc1 (configuration not stated)
-14	-0.8	9	CC(C)[C@H](NC(=O)OC(C)(C)C)C(=O)NCC1CCC(C(=O)N[C@@H](Cc2ccccc2)C(=O)O)CC1 (some centres not stated)
-17	-0.7	16	COc1ccc(/C=C/C(=O)OCc2cccc([N+](=O)[O-])c2)cc1
-36	-0.6	21	O=C(NCC1CCCO1)c1cc(S(=O)(=O)N2CCCC2)c(Cl)cc1Cl (configuration not stated)
-30	14	9	CC1(C)C2CC[C@]1(C)C(=O)N(CCCCN1CCN(c3ccccn3)CC1)C2=O

An excerpt from above, showing only STK33 inh and OX1R antag-1:
structure | STK33 inh | OX1R antag-1
O=C(NCC1CCCO1)c1cc(S(=O)(=O)N2CCCC2)c(Cl)cc1Cl (configuration not stated) | -0.6 | 21
CC1(C)C2CC[C@]1(C)C(=O)N(CCCCN1CCN(c3ccccn3)CC1)C2=O | 14 | 9

Further records
OX1R antag-2	STK33 inh	OX1R antag-1	structure
-10	-0.5	11	CC(C)OC(=O)COc1ccc(-c2ccccc2)cc1
-10	1.0	3	O=C(CCn1c(=O)oc2ccccc21)Nc1nc2ccccc2s1
-21	-0.5	11	CCC(c1nnnn1Cc1ccc(OC)cc1)N(CCCO)Cc1cc2cc3c(cc2[nH]c1=O)OCO3 (configuration not stated)
-9	0.0	12	O=C(CCNC(=O)Cn1ccc2ccccc2c1=O)NCCCN1CCN(c2ccc(F)cc2)CC1
-15	3.9	3	COc1ccc(C(=O)O)cc1S(=O)(=O)NCc1ccncc1
-12	-3.3	1	COc1ccccc1N1CCN(c2nc3c(C)cccn3c(=O)c2C=O)CC1
-6	-1.1	-1	Fc1ccc(Nc2nc(Oc3ccc4c(c3)OCO4)nc(N3CCOCC3)n2)c(F)c1
-26	-1.7	16	CCC(C(=O)OC)n1cnc2scc(-c3ccc(C)c(C)c3)c2c1=O (configuration not stated)
-21	0.7	28	CN(c1ccc(C(=O)NCC2CCCO2)cc1)S(=O)(=O)c1ccccc1 (configuration not stated)
16	-1.1	10	COc1ccccc1NS(=O)(=O)c1cc(NC(=O)Cc2n[nH]c(=O)c3ccccc23)ccc1Cl
-1	0.6	6	CCOCCCNC(=O)c1c[nH]c2ccc(C)cc2c1=O
-6	-0.1	7	CC(=O)Nc1cccc(C(=O)O)n1
-27	-0.3	20	O=C(NCCC1CCCCN1S(=O)(=O)c1ccccc1)C(=O)Nc1ccc(F)cc1 (configuration not stated)
-36	0.1	23	COc1ccc(C)cc1NC(=O)CSc1ccc(-c2ccccn2)nn1
3	-0.8	17	CC(=O)N1CCN(C(=O)c2ccco2)CC1
-25	0.7	2	O=C(CSc1nnc(Cc2ccccc2)n1-c1ccc(F)cc1)N1CCOCC1
-11	-1.1	34	COCC1CCN(C(=O)c2ccc3oc(Cc4ccccc4)nc3c2)C1 (configuration not stated)
-28	.	15	CC(C)n1nnc(-c2ccc(OCc3ccccc3F)cc2)n1
-4	-0.1	8	O=C(CCn1c(=O)sc2ccccc21)Nc1ccon1
-4	-1.0	28	COC(=O)c1ccc(/C=C2/SC(=S)N(CCC(=O)N3CCOCC3)C2=O)cc1
-7	-1.0	13	Cc1cc2c(cc1S(=O)(=O)NC1CCCCC1C)OCC(=O)N2 (configuration not stated)
-8	-0.2	1	OCCNCCCCOc1ccccc1F
-33	0.1	15	CC(C)C(NC(=O)c1ccc(Cl)c([N+](=O)[O-])c1)C(=O)NCc1ccccn1 (configuration not stated)
1	0.2	8	FC(F)(F)c1nnc2sc(-c3ccco3)nn12

Pulled one by one from above (two):
OX1R antag-2	STK33 inh	OX1R antag-1	structure
-11	-1.1	34	COCC1CCN(C(=O)c2ccc3oc(Cc4ccccc4)nc3c2)C1 (configuration not stated)
-33	0.1	15	CC(C)C(NC(=O)c1ccc(Cl)c([N+](=O)[O-])c1)C(=O)NCc1ccccn1 (configuration not stated)

The results go on:
OX1R antag-2	STK33 inh	OX1R antag-1	structure
-9	-0.6	21	COc1ccccc1CNC(=O)N[C@@H](Cc1ccccc1)C(=O)O
-3	.	42	Brc1ccc(-c2csc(N3CCOCC3)n2)cc1
-15	-0.4	36	O=c1c2ccccc2nnn1CSc1nc2ccccc2c(=O)n1CCCO
-6	0.6	4	Cc1ccc(N2C(=O)C3C4CCC(O4)C3C2=O)c(OC(F)F)c1 (configuration not stated)
-16	0.3	34	O=C(NCCOCCOCCNC(=O)c1cccnc1)c1cccnc1
-15	0.2	29	O=C(Nc1ccc(OCC(F)(F)C(F)F)c(C(F)(F)F)c1)c1ccc(Cl)cc1
-16	.	3	O=C1OCCN1C(=O)[C@H]1[C@H](c2ccccc2)C(c2ccccc2)=NN1c1ccccc1
-6	-1.1	13	C=CCn1c(SCC(=O)c2c(N)n(C)c(=O)n(C)c2=O)nnc1-c1ccncc1
-23	-1.4	39	CN(C)CCNS(=O)(=O)c1ccc(N2CCc3ccccc32)c([N+](=O)[O-])c1
-17	0.5	4	Cc1cc(S(=O)(=O)NCc2ccc(N3CCN(C)CC3)cc2)c(C)s1
-5	-3.0	27	CC1=C(C(=O)Nc2ccccc2)C(c2cccs2)C(C#N)=C(SCC#N)N1 (configuration not stated)
-39	0.3	10	CC(Sc1nnc(-c2cccs2)n1-c1ccccc1)C(=O)NCc1ccco1 (configuration not stated)
-22	7.3	8	O=C(CN1CCN(S(=O)(=O)c2ccc(Br)cc2)CC1)N/N=C/c1ccncc1
-6	-2.0	8	COc1ccc(NC(=S)N2CCN(S(C)(=O)=O)CC2)cc1
-42	-0.6	1	CCn1cc(CCC(=O)NCc2ccc(F)cc2)c2ccccc21
-23	2.0	14	COc1ccc2c(c1)C(=O)N(c1ccc(C)cc1)C(=O)C2
-31	0.7	40	O=C(c1cc2nc(-c3ccco3)cc(C(F)(F)F)n2n1)N1CCN(c2ccccn2)CC1
2	-2.3	67*	Cc1ccccc1Nc1nc(N)nc(CSc2nc3ccccc3s2)n1
-34	0.9	-8	CCCCc1ccc(NS(=O)(=O)c2c(C)n(C)c(=O)n(C)c2=O)cc1
10	-0.3	8	O=C(O)CN1CCCC1=Nc1ccccc1
-15	-0.5	22	COc1ccc(CCNC(=O)COc2ccc(C)nc2[N+](=O)[O-])cc1OC
-33	-2.4	25	CCOC(=O)c1c(CSc2ccccc2)n(C)c2ccc(O)c(CN3CCN(C)CC3)c12
-18	-0.6	7	CC(C)COP(=O)(c1ccc(N(C)C)cc1)C(O)c1ccc(Br)cc1 (configuration not stated)
-2	-0.2	12	Cc1nn(C)c(C)c1NC(=O)c1ccnn1C

Another view of part of the listing above.
structure,OX1R antag-2,STK33 inh,OX1R antag-1
COc1ccc(CCNC(=O)COc2ccc(C)nc2[N+](=O)[O-])cc1OC,-15,-0.5,22
O=C(c1cc2nc(-c3ccco3)cc(C(F)(F)F)n2n1)N1CCN(c2ccccn2)CC1,-31,0.7,40
Cc1ccccc1Nc1nc(N)nc(CSc2nc3ccccc3s2)n1,2,-2.3,67*
COc1ccc2c(c1)C(=O)N(c1ccc(C)cc1)C(=O)C2,-23,2.0,14

Remaining list, next part.
OX1R antag-2	STK33 inh	OX1R antag-1	structure
-11	-0.4	11	CN(C)C(=O)Cn1cc(S(=O)(=O)Cc2ccccc2)c2ccccc21
-14	-0.8	-2	Cc1noc(C)c1NC(=O)NCCN1CCN(Cc2ccccc2)CC1
-1	0.8	4	CC(C)(C)NS(=O)(=O)c1ccc(CCC(=O)NCc2cccnc2)cc1
-8	-2.3	16	O=C(N/N=C/c1ccco1)c1ccc(N2CCCC2=O)cc1
-8	-0.4	-1	CCn1c(SCC(=O)Nc2ccccc2Cl)nnc1C1CC1
-50	-0.7	-6	Cc1ccc(CNC(=O)Cn2ncn3cccc3c2=O)cc1
2	0.6	27	CCCCC(CCC(=O)O)(C(=O)OCC)c1csc(Nc2ccc(C)cc2)n1 (configuration not stated)
-9	-1.6	30	O=C(Nc1nccs1)C1CC=CCC1 (configuration not stated)
-3	-2.1	12	Cn1cnnc1SCc1ccc(C(=O)N/N=C(\CCC(=O)O)c2ccc(C(C)(C)C)cc2)cc1
1	0.2	7	C=CCN1C(=O)C2(OCCCO2)c2cc(C)ccc21
-13	0.1	13	Cc1ccc(SCc2cn3ccccc3n2)cc1
4	0.0	6	O=C(Nc1cccc(Cl)c1)NC1CCS(=O)(=O)C1 (configuration not stated)
-19	0.7	2	CCCc1nnc(NC(=O)C2CC(=O)N(CCc3ccc(F)cc3)C2)s1 (configuration not stated)
-16	0.1	12	O=C(Nc1nc2ccccc2s1)c1c(F)cccc1Cl
-9	-0.3	15	CCc1nnc2sc(-c3ccc(NC(=O)c4ccc5c(c4)OCCO5)cc3)nn12
-9	-0.4	14	CCCCn1nc(C(=O)O)ccc1=O
-2	-0.7	3	O=C(/C=C/c1ccc(F)cc1)NCCCn1ccnc1
-14	-0.1	9	COc1ccc(Oc2cc(F)nc(N)n2)cc1
-7	-1.9	23	Cc1nnc(SCC(=O)Nc2nsc(-c3ccccc3)n2)s1
-1	0.4	19	COC(=O)C(c1cc(OC)c(O)c(OC)c1)(N1CCNC(C)C1)C(F)(F)F (configuration not stated)
-23	0.8	27	O=C(CSc1nc2cc(Cl)ccc2s1)NCc1ccc2c(c1)OCO2
-4	-1.2	5	C=C(c1ccccc1C)[n+]1ccccc1
-22	-1.4	8	CC(C)(C)c1ccc(N=C2SCC(=O)N2Cc2cccs2)cc1
-17	-0.6	23	COc1ccc(C(=O)NC(C(=O)N2CCc3ccccc32)C(C)C)cc1 (configuration not stated)
-15	0.3	12	O=C(Nc1ccc(Cl)cc1)c1cc2nc(-c3ccco3)cc(C(F)(F)F)n2n1
-31	8.3	20	NC(=O)CSc1nc2scc(-c3ccc(Cl)cc3)c2c(=O)n1Cc1ccccc1
-18	-1.2	14	COc1ccc(N(CC(=O)O)S(C)(=O)=O)cc1OC
-26	1.9	23	CCOc1ccc(-c2cccc(NC(=O)COc3ccccc3)c2)nn1
-33	-2.2	38*	O=[N+]([O-])c1ccc(Sc2nccn2Cc2ccccc2)c([N+](=O)[O-])c1
-18	1.1	16	Cc1ccc(CNC(=O)C2CC(c3ccc([N+](=O)[O-])cc3)=NO2)cc1 (configuration not stated)
-12	-1.9	14	COc1ccc(CNC(=O)COC(=O)CO/N=C(\C)c2ccc3c(c2)OCO3)cc1
-7	-0.1	1	CC1=NN(c2nc(-c3ccc(F)cc3)cs2)C(=O)C1
-48	2.1	19	O=C(CCCCCNC(=O)N1CCn2c1nc1ccccc12)NCc1ccc(F)cc1
-21	-2.2	24	O=C(Cn1nc(-c2ccc3c(c2)OCCO3)ccc1=O)Nc1cccc(NC(=O)c2ccccn2)c1
-34	3.5	18	CCCN1CCN(c2ncnc3scc(C4COc5ccccc5O4)c23)CC1 (configuration not stated)
-10	-1.7	1	O=c1[nH]cnc2c1N1CCC2CC1

Three compounds out of the list above, ordered by the value under STK33 inh, falling:
mol,STK33 inh
NC(=O)CSc1nc2scc(-c3ccc(Cl)cc3)c2c(=O)n1Cc1ccccc1,8.3
O=C(CCCCCNC(=O)N1CCn2c1nc1ccccc12)NCc1ccc(F)cc1,2.1
COc1ccc(N(CC(=O)O)S(C)(=O)=O)cc1OC,-1.2

Next compounds
OX1R antag-2	STK33 inh	OX1R antag-1	structure
-2	-0.1	5	COc1cc(CC(=O)NCc2ccco2)cc(OC)c1OC
-27	1.1	-2	CCCc1cnc(NCCNCC(O)COc2ccc(Cl)c(Cl)c2)nc1 (configuration not stated)
-19	-0.9	-4	O=C(NC(=S)Nc1cccc(Cl)c1)c1cncc(Br)c1
-1	-0.4	2	COc1ccccc1NC(=S)N1CCCCCC1
-11	0.1	49	COC(=O)CN1C(=O)C(C)(C)Oc2ccc(C(=O)Nc3ccccc3F)cc21
5	-1.4	5	COc1ccc2c(c1)OC[C@H]1[C@H]2N2C(=O)CN(CC3CCCO3)C(=O)[C@@]2(C)[C@H]1c1ccccc1 (some centres not stated)
-22	0.3	37	CCCOc1cccc(C2/C(=C(/O)c3ccc(OC)cc3)C(=O)C(=O)N2CCN(C)C)c1 (configuration not stated)
-3	-1.6	15	O=C(O)/C=C\c1cc2c(cc1[N+](=O)[O-])OCO2
-10	0.6	17	Cc1ccc(-c2csc(N3C(=N)SCC3=O)n2)cc1
32	-1.1	9	C=CCC[C@@H](Cc1ccc(F)cc1)C(=O)OC[C@@H]1CCCN1C(=O)[C@@H](CC=C)CC(=O)N(CCO)Cc1ccccc1
1	1.1	14	COC(=O)C1=C(C)NC2=C(C(=O)CC(C)(C)C2)C1c1cnn(C)c1C (configuration not stated)
-5	-0.6	6	Cc1ccc(C)c(NC(=O)Cn2nc(C)c3ccccc3c2=O)c1
-10	-0.9	17	Cc1nc(SCC(=O)c2ccc(F)cc2)n[nH]1
-11	-0.3	10	COc1ccc(N=C2S/C(=C\c3cccs3)C(=O)N2CC(C)C)cc1
-18	-0.8	-4	CC(=O)c1sc2c(c1OC(=O)c1ccc(Cl)cc1Cl)c(=O)n(-c1ccccc1)c(=S)n2-c1ccccc1
